From PubChem BioAssay
PolyA inhibitor – polyadenylation inhibitors in yeast reporter cells, primary screen, luminescence, S. cerevisiae | AID 1875, 2009 | S. cerevisiae SKY197-pL101 polyadenylation reporter, beta-gal luminescence; efflux-impaired pdr1/pdr3 knockout yeast; score 100 = 6 SD above DMSO | actives 0.02% (n = 300,000) | calls only at 12 µM;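 active means lowest replicate activity score at least 50, where 100 means six control SD above control mean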;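 further: yeast exposed to compound for 9 h at 30 °C; higher score means more reporter readthrough which indicates perturbed polyadenylation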
DYRK1A inh – rat Dyrk1A kinase inhibitors, primary screen, biochemical, single point, plate reader; actives 0.43% (n = 310,000); Dual specificity tyrosine-phosphorylation-regulated kinase 1A (Rattus norvegicus), Q63470; inhibition, % at 12.5 µM; ADP-Glo luminescence, NFATc1 peptide; in the data active means inhibition above about 50%;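 further: plate controls were vehicle with enzyme for no effect and no enzyme for full effect; many of its hits are not listed in these tables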
TRPC4 act – activators of mouse TRPC4 channel, primary screen, Fluo4 calcium, HEK293 TRPC4beta/mu-opioid cells | Fluo4 calcium fluorescence; active compounds read high | actives 0.49% (n = 310,000) | Short transient receptor potential channel 4 (Mus musculus), Q9QUQ5 | B-score at 10 µM;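 active means B-score above 5 SD of library B-scores, and initial fluorescence ratio not above library mean plus 5 SD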;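 further: positive B-score marks a calcium rise read as TRPC4 activation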
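Assay system: HEK293 stable line with TRPC4beta plus mu-opioid receptor. Times: dye 45 min RT, read 110 s. Measured by: kinetic Fluo4 calcium fluorescence. Measure: B score of integrated ratio. Controls: assay buffer as low control, maximal DAMGO as high control.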
TRPC4 block – inhibitors of mouse TRPC4 channel, primary screen, Fluo4 calcium, HEK293 TRPC4beta/mu-opioid cells; Short transient receptor potential channel 4 (Mus musculus), Q9QUQ5; DAMGO-evoked Fluo4 calcium flux; active compounds read low; B-score at 10 µM; actives 0.39% (n = 300,000);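 active means B-score over 3 SD under the library average, no early fluorescence shift, positive overall ratio signal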
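Test system – stable TRPC4beta/mu-opioid receptor HEK293 cells · Probe or stimulus – DAMGO, a submaximal dose followed by a maximal one · Dosing – one concentration per compound · Signal – Fluo4 calcium fluorescence by kinetic imaging, 5 s 1 Hz baseline · Evaluation – per-well B score of integrated baseline-normalized Fluo4 ratio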
KCNK3 inh – human KCNK3 channel inhibitors, primary screen, CHO cells, FluxOR thallium flux, B-score. Potassium channel subfamily K member 3 (Homo sapiens), O14649. FluxOR fluorescence; active compounds read low. B-score at 10 µM. actives 0.84% (n = 340,000). AID 602410, 2012;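 active means B-score under library mean minus 4 SD, starting fluorescence ratio at most library mean plus 5 SD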;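 further: more negative B-score means stronger inhibition of thallium flux through KCNK3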
Target sequence (O14649 whole entry, looked up): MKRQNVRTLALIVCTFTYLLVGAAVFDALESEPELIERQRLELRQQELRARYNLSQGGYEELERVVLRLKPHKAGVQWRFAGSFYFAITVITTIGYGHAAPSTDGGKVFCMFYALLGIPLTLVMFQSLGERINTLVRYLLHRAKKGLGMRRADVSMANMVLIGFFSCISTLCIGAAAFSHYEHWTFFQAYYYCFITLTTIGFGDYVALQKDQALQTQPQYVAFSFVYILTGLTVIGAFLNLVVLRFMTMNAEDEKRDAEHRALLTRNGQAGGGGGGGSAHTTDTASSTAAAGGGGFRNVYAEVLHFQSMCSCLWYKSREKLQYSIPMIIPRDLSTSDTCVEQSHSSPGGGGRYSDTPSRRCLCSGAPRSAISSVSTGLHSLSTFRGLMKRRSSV
KCNQ1 pot – potentiators or activators of KCNQ1 channel, primary screen, cell-based, thallium flux, high-throughput | CHO-K1 KCNQ1, thallium flux FluxOR fluorescence; active compounds read high | AID 2648, 2010 | Potassium voltage-gated channel subfamily KQT member 1 (Homo sapiens), P51787 | actives 0.35% (n = 310,000) | B-score at 10 µM;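 active means fluorescence ratio B-score, a plate-corrected score, at least three library SD, with initial intensity B-score within 5 SD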
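System: Stable KCNQ1 CHO-K1 line | Incubation: 90 min dye loading and 20 min compound exposure, both at room temperature | Measure: Ratio B score | Medium: Assay buffer for compound exposure, DMSO matched across wells | Compound dosing: Single-concentration screen | Probe or stimulus: K+/Tl+ depolarizing stimulus | Measured by: Kinetic FluxOR fluorescence, 10 s baseline plus 110 s post-stimulus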
KCNQ1 inh – inhibitors of human KCNQ1 channel, primary screen, cell-based, thallium flux, high-throughput; Potassium voltage-gated channel subfamily KQT member 1 (Homo sapiens), P51787; CHO-K1 KCNQ1, FluxOR thallium flux fluorescence; active compounds read high; B-score at 10 µM; actives 1.3% (n = 310,000);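 active means compounds whose thallium flux B-score, printed positive for inhibition, exceeds three library SD while starting fluorescence stays within three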;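 further: channel opened by potassium depolarization with thallium stimulus after 20 min compound exposure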
KCNK9 block – KCNK9 potassium channel inhibitors, primary screen, HEK293 cells, thallium flux; Potassium channel subfamily K member 9 (Homo sapiens), Q9NPC2; FluxOR thallium flux fluorescence; active compounds read low; B-score at 10 µM; actives 1.2% (n = 310,000); AID 488922, 2010;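 active means ratio B-score over 3 SD below the library mean, with starting fluorescence within 5 SD of its mean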;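 further: negative B-score means less thallium flux so channel inhibition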
Target sequence (Q9NPC2 whole entry, looked up): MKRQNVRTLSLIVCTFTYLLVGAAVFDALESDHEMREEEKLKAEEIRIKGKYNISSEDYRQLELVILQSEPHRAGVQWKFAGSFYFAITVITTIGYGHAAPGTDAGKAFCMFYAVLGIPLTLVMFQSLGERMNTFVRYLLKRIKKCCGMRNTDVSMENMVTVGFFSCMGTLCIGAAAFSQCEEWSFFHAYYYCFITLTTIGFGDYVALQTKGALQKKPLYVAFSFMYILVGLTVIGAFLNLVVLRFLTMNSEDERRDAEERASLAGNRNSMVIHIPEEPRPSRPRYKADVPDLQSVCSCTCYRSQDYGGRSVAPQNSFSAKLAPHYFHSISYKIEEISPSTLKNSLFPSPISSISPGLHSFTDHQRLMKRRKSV
Platelet DG rel – inhibitors of platelet dense granule secretion, primary screen, cell-based, MLPCN, human platelets | human platelet-rich plasma, SFLLRN dense granule ATP release, luminescence | inhibition, %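 (compounds screened at 7.5 µM in platelet-rich plasma)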 | actives 0.22% (n = 300,000) | AID 1663, 2009;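 active means mean replicate score, as percent of positive control, at or above 50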
hERG protect – hERG rescue from dofetilide block, primary screen, cell-based, CHO-hERG, FluxOR thallium flux, dofetilide IC70; Voltage-gated inwardly rectifying potassium channel KCNH2 (Homo sapiens), Q12809; dofetilide IC70 present; activation (rescue from dofetilide block), less the hit threshold, % at 10 µM; actives 0.51% (n = 310,000); AID 1511, 2009;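 active means activation above the mean of controls blocked by dofetilide plus 5 SD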;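 further: thallium influx through hERG after potassium depolarization seen as dye fluorescence rise; in these data hits start at about 4.7%; inactives centre near -7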
TRPC4 potent – positive allosteric modulators of TRPC4, primary screen, cell-based, mouse TRPC4beta, HEK293 mu-opioid, Fluo-4 calcium; DAMGO EC20, Fluo-4 Ca2+ flux; active compounds read high; actives 0.42% (n = 310,000); B-score at 10 µM;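 active means B-score of calcium response area above 5 SD of library B-scores, with initial fluorescence ratio within 5 SD of library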;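 further: B-score of integrated fluorescence ratio over time as area under calcium response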
Starred values were filed as active, the others as inactive; i = inactive; · = no result given.

Molecule	PolyA inhibitor	DYRK1A inh	TRPC4 act	TRPC4 block	KCNK3 inh	KCNQ1 pot	KCNQ1 inh	KCNK9 block	Platelet DG rel	hERG protect	TRPC4 potent
CCOC(=O)c1c(C)[nH]c(C)c1S(=O)(=O)NCCCN1CCOCC1	i	·	i	i	i	i	i	i	6	-6	i
FC(F)(F)c1cc(N2CCNCC2)c2ccccc2n1	i	10	i	i	i	i	i	i	24	-6	i
COc1ccccc1C(=O)NNC(=O)c1ccc(NC(=O)CC(C)C)cc1	i	-6	i	i	i	i	i	i	6	-9	i
CSc1nc(N(C)NC(=O)c2ccc(Cl)cc2)c2ccccc2n1	i	4	i	i	i	i	i	i	0	3	i
O=C1NC(=O)c2cc(Oc3ccc([N+](=O)[O-])cc3)ccc21	i	11	i	i	i	i	i	i	·	-13	i
O=C(NNc1c(Cl)cc(Cl)cc1Cl)c1n[nH]c(=O)c2ccccc12	i	5	i	i	i	i	i	i	18	-16	i
COc1cccc(NC(=O)c2ncn[nH]2)c1	i	14	i	i	i	i	i	i	0	-11	i
O=C(NCCN1CCc2ccccc2C1)C1CCN(S(=O)(=O)N2CCC3(CC2)OCCO3)CC1	i	-2	i	i	i	i	i	i	3	-2	i
Cn1cccc1/C=C1\SC(=Nc2ccc(O)cc2)NC1=O	i	·	i	i	i	i	i	i	3	-8	i
N=C(N)N1CCc2ccccc21	i	0	i	i	i	i	i	i	8	-13	i
O=C(CN1C(=O)/C(=C/c2ccccc2F)Sc2ccccc21)NCc1cccnc1	i	6	i	i	i	i	i	i	0	-22	i
COc1ccc(CCNC(=O)C2CCCN2C(=O)Nc2ccccc2)cc1OC (stereo not given)	i	4	i	i	i	i	i	i	-1	2	i
Cn1cc(CNC(=O)c2cc(-c3ccccc3)nc3ccc(Br)cc23)cn1	i	-5	i	i	i	i	i	i	-3	-5	i
Cc1ccc(Nc2nc3ccccc3s2)cc1	i	3	i	i	i	i	i	i	12	-3	i
COc1ccccc1CN1CCN(Cc2nc(-c3cccs3)no2)CC1	·	2	i	i	i	i	i	i	17	-16	i
CCn1nc(CC(C)C)cc1C(=O)N1CCCC(Nc2ccc(F)cc2)C1 (stereo not given)	i	-9	i	i	i	i	i	i	-6	-4	i
Cc1cccc(NC(=O)NCCCCc2ccccc2)c1	i	-1	i	i	i	i	i	i	21	-2	i
COc1ccccc1NC(=O)CN1CCN(c2ccccc2)CC1	i	12	i	i	i	i	i	i	0	-6	i
O=C(c1ccc(CS(=O)(=O)c2ccc(Br)cc2)o1)N1CCOCC1	i	7	i	i	i	i	i	i	7	-1	i
Cc1cc(C)n(-c2ccc(C(=O)OCC(=O)Nc3cc(Cl)ccc3[N+](=O)[O-])cc2)n1	i	3	i	i	i	i	i	i	8	-6	i
Cc1csc(NC(=O)CSc2nc3sc(C)c(C)c3c(=O)[nH]2)n1	i	-8	i	i	i	i	i	i	-4	-14	i
Fc1ccc(NC(=S)N2CCOCC2)c(F)c1	i	-3	i	i	i	i	i	i	34	0	i
CN1CCN(C(=O)CCN2C(=O)/C(=C\c3ccc(Cl)cc3Cl)SC2=S)CC1	i	-2	i	i	i	i	i	i	12	-6	i
COC(=O)[C@H](Cc1ccccc1)NC(=O)C1(OC(C)=O)CC(OC(C)=O)C(OC(C)=O)C(OC(C)=O)C1 (stereo not given in full)	i	4	i	i	i	i	i	i	0	-5	i
COc1ccccc1NC(=O)N1CCN(S(C)(=O)=O)CC1	i	-4	i	i	i	i	i	i	1	-7	i
Cc1cc(F)ccc1S(=O)(=O)Nc1nc2ccccc2nc1Cl	i	·	i	i	i	i	i	i	5	-9	i
O=C(NC(=O)c1ccccc1)OCC(F)(F)F	i	-3	i	i	i	i	i	i	-15	-2	i
COc1ccc(S(=O)(=O)NCC2CCCN(C(=O)c3cccnc3)C2)cc1 (stereo not given)	i	1	i	i	i	i	i	i	0	-17	i
O=C(N/N=C/c1ccc2c(c1)OCO2)c1cccs1	i	16	i	i	i	i	i	i	7	-7	i
O=C(Nc1ccc(Br)cc1)c1ccc(N2C(=O)C3CC=C(Cl)CC3C2=O)cc1 (stereo not given)	i	-1	i	i	i	i	i	i	7	-1	i
COC(=O)c1ccc2ccccc2n1	i	·	i	i	·	i	i	i	1	-4	i
C=CCc1ccc(OC(=O)c2ccccc2)c(OC)c1	i	11	i	i	i	i	i	i	-3	-5	i
O=C(Cn1c(=O)[nH]c2sc3c(c2c1=O)CCCC3)NCC1CCCO1 (stereo not given)	i	-2	i	i	i	i	i	i	0	-5	i
CC(c1ccccc1)N1C(=O)NC(NC(=O)C(C)(C)C)(C(F)(F)F)C1=O (stereo not given)	i	6	i	i	i	i	i	i	-9	-7	i
O=C(N/N=C/c1ccc2c(c1)OCO2)c1ccc(Cn2cc([N+](=O)[O-])cn2)o1	i	-2	i	i	i	i	i	i	12	-2	i
COc1ccc(-c2noc(CCC(=O)NC3CCCCCC3)n2)cc1	i	-1	i	i	i	i	i	i	15	-2	i
Cc1nc2cc(Cl)c(Cl)cc2n1-c1ccccn1	i	21	i	i	i	i	i	i	9	-6	i
CCOC(=O)c1c(C)nc(-c2ccccc2)nc1NC(=O)C(C)C	i	11	i	i	i	i	i	i	-2	-5	i
Cc1nn(C)cc1S(=O)(=O)N1CCN(c2ccccc2F)CC1	i	-8	i	i	i	i	i	i	-7	-2	i
O=C(c1cc2nc(C3CC3)cc(C(F)F)n2n1)N1CCOCC1	i	1	i	i	i	i	i	i	1	-6	i
COC(=O)CC1=C(C(=O)OC)C(c2cccs2)C(C#N)=C(N)O1 (stereo not given)	i	3	i	i	i	i	i	i	7	-4	i
O=C(N/N=C/c1ccsc1)c1cc(O)cc(O)c1	i	2	i	i	i	i	i	i	11	-3	i
Cc1cccc(N2C(=O)NC3(CCCCC3)C2=O)c1	i	1	i	i	i	i	i	i	-4	3	i
COc1ccccc1Cc1nc(-c2ccc(Br)o2)no1	i	-10	i	i	i	i	i	i	-8	-10	i
O=C(Nc1cccnc1Cl)c1cc(-c2cccc(Cl)c2)on1	i	2	i	i	i	i	i	i	10	-1	i
O=C(O)C1C2C=CC(C2)C1C(=O)Nc1cccc(Cl)c1 (stereo not given)	i	-2	i	i	i	i	i	i	2	-9	i
CC1=C(C(=O)OCc2ccccc2)C(c2cccnc2)n2nnnc2N1 (stereo not given)	i	-4	i	i	i	i	i	i	-5	-7	i
CC(Sc1nc2ccc(Br)cc2[nH]1)C(=O)O (stereo not given)	i	4	i	i	i	i	i	i	7	-9	i
CCN(CC)C(=O)CSc1nnc(-c2cccnc2)n1CCc1ccccc1	i	6	i	i	i	i	i	i	1	-7	i
CCOC(=O)COc1ccc(S(=O)(=O)c2ccc(OCC(=O)OCC)cc2)cc1	i	-1	i	i	i	i	i	i	-3	-7	i
COc1ccc(OC)c(NC(=O)C(=O)N/N=C/c2ccccc2[N+](=O)[O-])c1	i	23	i	i	i	i	i	i	2	-9	i
Cc1ccc(C2C(C(=O)c3cc4ccccc4o3)=C(O)C(=O)N2CCN2CCOCC2)cc1 (stereo not given)	i	0	i	i	i	i	i	i	3	-11	i
COc1ccc(OC)c(S(=O)(=O)NCc2ccc(N3CCN(C)CC3)cc2)c1	i	-8	i	i	i	i	i	i	-3	-10	i
COc1ccc(C(=O)Nc2c(N)nc(SCC(=O)c3ccccc3)[nH]c2=O)cc1	i	-3	i	i	i	i	i	i	18	-6	i
CCCOC(=O)c1ccc(Oc2cn[nH]c2-c2ccc(OCC)cc2O)cc1	i	-1	i	i	i	i	i	i	5	-1	i
O=C(CSCc1ccc(Cl)cc1)Nc1cccc(C(=O)O)c1	i	-6	i	i	i	i	i	i	6	-6	i
COc1ccc(OCc2nc(N)nc(Nc3ccccc3OC)n2)cc1	i	17	i	i	i	i	i	i	0	-5	i
COc1ccccc1NC(=S)NC(NC(=O)c1ccco1)C(Cl)(Cl)Cl (stereo not given)	i	-1	i	i	i	i	i	i	-12	-13	i
O=C(OCc1c(Cl)cccc1Cl)c1cnccn1	i	-4	i	i	i	i	i	i	0	-7	i
CC(=O)c1ccc(N=c2scc(C)n2C(C)C)cc1	i	-10	i	i	i	i	i	i	-7	-10	i

Carrying on:
Molecule	PolyA inhibitor	DYRK1A inh	TRPC4 act	TRPC4 block	KCNK3 inh	KCNQ1 pot	KCNQ1 inh	KCNK9 block	Platelet DG rel	hERG protect	TRPC4 potent
CCOCC(=O)Nc1cccc(-c2nc3cccnc3s2)c1C	i	5	i	i	i	i	i	i	-2	-10	i
COC(=O)CNC(=O)C(NC(=O)OCc1ccccc1)C(C)C (stereo not given)	i	-2	i	i	i	i	i	i	0	-13	i
COC(=O)CSc1nnnn1-c1ccccc1	i	2	i	i	i	i	i	i	5	-7	i
CCCSC1=C(C#N)C(c2ccc(Cl)cc2Cl)CC(=O)N1 (stereo not given)	i	-6	i	i	i	i	i	i	0	-9	i

2 consecutive records out of the list so far, for reference:
Molecule	PolyA inhibitor	DYRK1A inh	TRPC4 act	TRPC4 block	KCNK3 inh	KCNQ1 pot	KCNQ1 inh	KCNK9 block	Platelet DG rel	hERG protect	TRPC4 potent
CC(=O)c1ccc(N=c2scc(C)n2C(C)C)cc1	i	-10	i	i	i	i	i	i	-7	-10	i
CCOCC(=O)Nc1cccc(-c2nc3cccnc3s2)c1C	i	5	i	i	i	i	i	i	-2	-10	i

These rows are one share of the data, so the mix of outcomes need not match the whole.
